ATXN viability: Viability Counterscreen for Primary qHTS for Inhibitors of ATXN expression; S2 cells (HEK-293 line with an ATXN2-luciferase reporter) viability, CellTiter-Fluor protease fluorescence, 24 h; Potency, µM (titrated, usually from 56.7 µM), hits mostly cytotoxic; 400,000 tested, 0.49% active; AID 651635, 2014; further: potency means the concentration at half of the fitted maximal effect; nearly all actives have a fitted effect of over 40% in size
HT1080 IDH1KD tx: qHTS for induction of synthetic lethality in tumor cells producing 2HG: qHTS for the HT-1080-IDH1KD cell line | HT-1080 IDH1 knockdown viability, ATP luminescence, 48 h | 360,000 tested, 2% active | Potency, µM (series often up to 46.1 µM), inactives show top-dose activity, negative = toxicity, usual class: cytotoxic;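 further: potency means the concentration at half of the fitted maximal effect; 0% = DMSO wells and -100% = cell-free medium wells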
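% activity derives from luminescence (CellTiter-Glo), normalised to DMSO and no-cell wells. HT-1080-IDH1KD cells, 750/well, had 48 h compound exposure at 37 °C.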
SW480 rereplic: A quantitative high throughput screen for small molecules that induce DNA re-replication in SW480 colon adenocarcinoma cells | SW480 DNA re-replication, Hoechst DNA content imaging, 48 h | Potency, µM (top dose mostly 46.1 µM), inactives show at the highest dose re-replication activation, hits mostly activators | 340,000 tested, 1.8% active; further: potency means the concentration at half of the fitted maximal effect; % of control where 0% means no effect; nearly all actives have a fitted effect of over 55% in size
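DNA re-replication was detected as more nuclei of elevated Hoechst intensity after 48 hr exposure to compound (23 nL pinned per well of 250 cells).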
MCF10A rerep: A quantitative high throughput screen for small molecules that induce DNA re-replication in MCF 10a normal breast cells; MCF 10A DNA re-replication, Hoechst nuclear intensity, 48 h; Potency, µM (series often up to 46.1 µM), for inactives: at the top dose activity, positive = re-replication, usual class: activators; 350,000 tested, 2.9% active; further: potency means the concentration at half of the fitted maximal effect; % of control where 0% means no effect; nearly all actives have a fitted effect of over 50% in size
ATXN2 expr inh: Primary qHTS for Inhibitors of ATXN expression. HEK-293 ATXN2-luciferase reporter, luminescence, 24 h. AID 1745845, 2022. Potency, µM (doses to about 57 µM), inactives show top-dose activity change, negative = inhibition, most hits filed as inhibitors. 360,000 tested, 0.72% active; further: potency means the concentration at half of the fitted maximal effect; on the % scale 0 is the no-effect control and ±100 the full control effect; nearly all actives have a fitted effect of over 55% in size
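ATXN2-luciferase reporter cells (luciferase flanked by upstream and downstream ATXN2 gene portions) were treated 24 h at 37 °C with compounds at up to 57 uM. SteadyGlo luminescence gave expression; GF-AFC fluorescence gave viability.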
HepG2 viability: qHTS for Inhibitors of TGF-b: Cytotox Counterscreen | AID 588856, 2011 | HepG2 CAGA-GFP viability, ATP luminescence, 18 h | Potency, µM (top dose mostly 46.1 µM), for inactives: at the highest dose activity change, negative = cytotoxicity, hits mostly cytotoxic | 410,000 tested, 0.76% active; further: potency means the concentration at half of the fitted maximal effect; some results filed as inactive show a strong effect at the top dose
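CellTiter-Glo luminescence gave cytotoxicity after 18 hours at 37 degrees C. The cells were HepG2 CAGA-GFP in 1% FBS DMEM, stimulated with 500 pg/mL TGF-beta after compound addition. %Activity was normalised to no-cell wells (complete cell-killing) and DMSO (no toxicity), and curves were fitted and classified.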
HT1080NT lethal: qHTS for induction of synthetic lethality in tumor cells producing 2HG: qHTS for the HT-1080-NT fibrosarcoma cell line; HT-1080-NT fibrosarcoma viability, CellTiter-Glo ATP luminescence, 48 h; Potency, µM (titrated, usually from 46.1 µM), for the others: at the top dose activity, negative = less viability, most hits filed as cytotoxic; 360,000 tested, 1.6% active; AID 686970, 2013;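 further: NT is the 2HG producing partner of a matched IDH1 knockdown line; potency means the concentration at half of the fitted maximal effect; 0% = DMSO-treated cells and -100% = media-only wells without cells; nearly all actives have a fitted effect of over 55% in size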
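Read-out is CellTiter-Glo luminescence after 10 minutes at room temperature, following 48 hours' compound treatment of HT-1080-NT cells (750 cells/well, RPMI, 5% FBS, 37 degrees C).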
IL1B secr inh: qHTS for Inhibitors of Inflammasome Signaling: IL-1-beta AlphaLISA Primary Screen; THP-1 LPS/ATP IL-1B secretion, AlphaLISA, 16 h; hits give low values; activity change, % at 57.5 µM; 360,000 tested, 4.7% active; AID 743279, 2014; in the data active means activity change below about -50%; inconclusive means mostly about -30% to -49%; further: on the % scale 0 is the no-effect control and ±100 the full control effect
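THP-1 cells pretreated 1 hr with compounds (up to 57.5 uM final), then stimulated with LPS (250 ng/mL final) plus ATP (1.25 mM final); secreted IL-1B measured by AlphaLISA after 16 hr, decreased signal indicating inhibition.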
KB-3-1 cytotox: qHTS assay for MDR1-selective chemotherapeutics: Primary screen using the parental adenocarcinoma cell KB-3-1 | KB-3-1 viability, CellTiter-Glo ATP luminescence, 72 h | Potency, µM (top dose mostly 46.1 µM), inactives show at the highest dose activity change, negative = cytotoxic, actives largely listed as cytotoxic | 400,000 tested, 1.4% active | AID 1347075, 2019; further: potency means the concentration at half of the fitted maximal effect; on the % scale 0 is the no-effect control and ±100 the full control effect; nearly all actives have a fitted effect of over 60% in size
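Screening of KB-3-1 cells (DMEM, 10% FBS, phenol-red free) ran from lowest to highest compound concentration; after 72 h at 37 °C viability was read luminescently and curves fitted.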
* = called active by the depositor; i = inactive; ? = inconclusive; . = not tested or not shown; & = joins results of further samples; [ ] = remark or other dose. Unless noted, the call rests on the fitted dose curve; in most records, active means well fitted curve in the direction sought with a large enough effect; inconclusive means small, poorly fitted or top-dose-only effect, or another doubt; inactive means no such curve, though single readings can be large; an effect the other way counts as inactive or inconclusive.

1: CCCCC(=O)Nc1nc2c(OC)ccc(OC)c2s1
2: CC(C)c1nc(SCC(=O)NC2CCCCC2)c2ccccc2n1
3: CCN(CC)S(=O)(=O)c1ccc(NC(=O)COc2nc3ccccc3nc2N2CCOCC2)cc1
4: CCN1C(=O)/C(=C/c2ccc(C)s2)SC1=Nc1ccc(OC)cc1
5: CC1(C)CC(=O)C(C(c2cccnc2)C2C(=O)CC(C)(C)CC2=O)C(=O)C1
6: COC(=O)c1c(C)oc(C)c1S(=O)(=O)NC(C)(C)C
7: CCOc1ccc(N(C(=O)c2ccc(Cl)cc2)S(=O)(=O)c2ccc3c(c2)n(C)c(=O)n3C)cc1
8: CCOC(=O)N1CCN(C(=S)NC(=O)c2nn(C)cc2Br)CC1
Screen / compound no.,1,2,3,4,5,6,7,8
ATXN viability,i,i,i,i,i,i,i,i
HT1080 IDH1KD tx,-13%,7%,-1%,?,-5%,9%,.,4%
SW480 rereplic,-15%,4%,-4%,?,-1%,-80%[inhibitor],.,0%
MCF10A rerep,-5%,1%,-13%,29%,?,0%,.,-4%
ATXN2 expr inh,-29%,-2%,-2%,-15%,6%,5%,5%,2%
HepG2 viability,-10%,-3%,2%,-4%,0%,22%,0%,-11%
HT1080NT lethal,-6%,11%,0%,-13%,0%,-2%,.,2%
IL1B secr inh,29,-7,-10,-15,-4,35,.,-2
KB-3-1 cytotox,-16%,-2%,-16%,?,1%,8%,2%,6%

9: Cc1ccc(Oc2nc(CN3CCOCC3)nc3sc4c(c23)CCC(C)C4)cc1 (stereo unspecified)
10: CCC1(C)N=C(c2ccc3c(c2)OCO3)CC(c2ccccc2O)N1 (stereo unspecified)
11: Cc1ccc(-n2ncc(C(=O)Nc3ccc4c(c3)OCO4)c2C2CCN(C(=O)OC(C)(C)C)CC2)c(C)c1
12: COc1ccc(Cl)cc1S(=O)(=O)N1CCN=C1C
13: Cc1ccc(-c2nc(NCCN3CCOCC3)c3ccccc3n2)cc1
14: CCNC(=O)c1c(NC(=O)COc2ccc(F)cc2)sc2c1CCCC2
15: O=C(Cc1ccc(S(=O)(=O)N2CCOCC2)s1)Nc1nc2c(s1)CCCC2
16: CC(C)OC(=O)CN1CCN(C2c3ccccc3-c3ccccc32)CC1
Screen / compound no.,9,10,11,12,13,14,15,16
ATXN viability,i,i,?,i,?,i,i,i
HT1080 IDH1KD tx,-11%,?,.,-5%,?,.,-2%,2%
SW480 rereplic,-3%,15µM*,.,?,0%,.,4%,11%
MCF10A rerep,?,7.3µM*,.,10%,-5%,.,14%,?
ATXN2 expr inh,-6%,49%[activator],0%,0%,-22%,12%,-10%,-10%
HepG2 viability,-21%,-37%,-1%,2%,-40%,1%,15%,-4%
HT1080NT lethal,-2%,?,.,18%,?,.,-2%,-1%
IL1B secr inh,-57*,3,.,0,-59*,.,-9,5
KB-3-1 cytotox,-3%,0%,0%,?,2%,-1%,-11%,-3%

17: Cc1ccc(C(CNS(=O)(=O)c2ccccc2)N2CCN(C)CC2)cc1 (stereo unspecified)
18: CC(C)(C)c1cc(NC(=O)COC(=O)c2ccccc2)n(-c2ccccc2)n1
19: COc1ccc(C(=O)Nc2ccc3c(c2)nc2n3CCSC2)cc1
20: COc1ccc2nc(N3CCCCC3)c(/C=C3\SC(=S)NC3=O)cc2c1
21: CN1CCCC(OC(=O)c2ccc(S(=O)(=O)N(C)C)cc2)C1 (stereo unspecified)
22: CCCN1CCC(NC(=O)Cc2ccc(C)cc2)CC1
23: CCCN1C(=O)c2cc(C(=O)Nc3ccccc3CC)ccc2C1O (stereo unspecified)
24: COc1ccc(Cl)cc1C(=O)CSc1nnnn1C1CCCCC1
Screen / compound no.,17,18,19,20,21,22,23,24
ATXN viability,i,.,?,i,i,i,i,i
HT1080 IDH1KD tx,11%,-1%,-1%,-22%,2%,4%,7%,-19%
SW480 rereplic,-5%,.,0%,-7%,12%,-4%,2%,?
MCF10A rerep,1%,.,2%,?,17%,-12%,-4%,?
ATXN2 expr inh,6%,.,13%,-1%,.,-4%,2%,10%
HepG2 viability,1%,-9%,-29%,17%,-7%,5%,2%,6%
HT1080NT lethal,2%,-6%,8%,?,-1%,12%,4%,-14%
IL1B secr inh,?,-11,-17,28,10,18,-11,-5
KB-3-1 cytotox,-20%,0%,?,-17%,2%,27%,2%,-9%

25: COc1ccc(NC(=O)CSc2cn(CCNC(=O)c3c(F)cccc3F)c3ccccc23)cc1
26: COc1ccc(-c2csc(NC(=S)NC(=O)c3cc4ccccc4o3)n2)cc1Br
27: CN1CCN(CCCN(Cc2ccco2)C(=S)Nc2ccc(Cl)cc2)CC1
28: CCC(=O)N1CCc2cc(Br)cc(S(=O)(=O)CCC(=O)NCCc3ccc(Cl)cc3)c21
29: COc1ccc(CCNC(=O)C(=O)NCC2OCCN2S(=O)(=O)c2ccc(Cl)cc2)cc1 (stereo unspecified)
30: c1ccc(COc2ccc(OCCN3CCCC3)cc2)cc1
31: COc1cccc(CNC(=O)c2ccc(NC(=O)CC3SC(N4CCCC4)=NC3=O)cc2)c1 (stereo unspecified)
32: COc1ccc(CCNC(=O)C2CCC(=O)N(C3CC3)C2)c(OC)c1 (stereo unspecified)
Screen / compound no.,25,26,27,28,29,30,31,32
ATXN viability,i,?,i,i,i,i,i,i
HT1080 IDH1KD tx,.,21%,-17%,.,-2%,0%,-4%,-5%
SW480 rereplic,.,-17%,0%,.,-1%,12%,-3%,2%
MCF10A rerep,.,8%,21%,.,9%,?,-4%,-1%
ATXN2 expr inh,-18%,-8%,-16%,-2%,1%,10%,1%,-9%
HepG2 viability,-17%,0%,-10%,-25%,-14%,-21%,-3%,-65%
HT1080NT lethal,.,3%,-22%,.,-21%,-8%,0%,-1%
IL1B secr inh,.,-12,?,.,-1,-15,7,3
KB-3-1 cytotox,5%,1%,-5%,-3%,8%,-6%,.,.

33: CCOC(=O)c1ccccc1NC(=O)CSc1nc2c(sc(=S)n2CC)c(=O)[nH]1
34: Cc1ccc(CSCc2ccc(C(=O)NCCCN3CCOCC3)o2)cc1
35: COc1cccc(NC(=O)CN(C)C(=O)C2=COCCO2)c1
36: CC(=O)Nc1ccc2nc(NC(=O)CN3CCOCC3)sc2c1
37: COc1ccc(-n2c(CCC(=O)O)ccc2-c2ccccc2)cc1
38: O=C(COC(=O)Cc1ccsc1)NC(c1ccccc1)c1ccccc1
39: CC1(C)Cc2nc3sc4c(=O)[nH]cnc4c3cc2CS1
40: O=C(CSc1nnc(-c2ccc(O)cc2)o1)c1ccc(Br)cc1
Screen / compound no.,33,34,35,36,37,38,39,40
ATXN viability,i,i,i,i,i,i,i,?
HT1080 IDH1KD tx,9%,-3%,-1%,-2%,0%,15%,0%,.
SW480 rereplic,-6%,-7%,?,-19%,2%,-2%,-1%,.
MCF10A rerep,?,13%,4%,-1%,2%,-6%,10%,.
ATXN2 expr inh,0%,-3%,-14%,.,12%,-7%,20%,-3%
HepG2 viability,1%,3%,1%,-9%,-5%&4%,-40%,0%,-19%
HT1080NT lethal,8%,-4%,9%,-3%,-6%,17%,-2%,.
IL1B secr inh,-1,12,0,1,25,-10,?,.
KB-3-1 cytotox,1%,-2%,12%,1%,-1%&6%,8%,10%,9%

As a short view, four of the compounds above:
33: CCOC(=O)c1ccccc1NC(=O)CSc1nc2c(sc(=S)n2CC)c(=O)[nH]1
34: Cc1ccc(CSCc2ccc(C(=O)NCCCN3CCOCC3)o2)cc1
35: COc1cccc(NC(=O)CN(C)C(=O)C2=COCCO2)c1
36: CC(=O)Nc1ccc2nc(NC(=O)CN3CCOCC3)sc2c1
Screen / compound no.,33,34,35,36
ATXN viability,i,i,i,i
HT1080 IDH1KD tx,9%,-3%,-1%,-2%
SW480 rereplic,-6%,-7%,?,-19%
MCF10A rerep,?,13%,4%,-1%
ATXN2 expr inh,0%,-3%,-14%,.
HepG2 viability,1%,3%,1%,-9%
HT1080NT lethal,8%,-4%,9%,-3%
IL1B secr inh,-1,12,0,1
KB-3-1 cytotox,1%,-2%,12%,1%

Following part:
41: CCOC(=O)CN/C=C(\C#N)c1ccccc1
42: O=C(COc1ccc(Br)cc1)N1CCNC1=O
43: Cc1ccc(-c2nnc(N(C)C(=O)c3cccnc3)s2)cn1
44: COc1cccc(NC(=O)c2cc(-c3ccccn3)nc3ccccc23)c1
45: Cc1nc(NC(=O)C2CC2)sc1C(=O)Nc1ccccc1Cl
46: Cc1cc(C)cc(Oc2ccccc2C=O)c1
47: CC1(C(=O)NS(=O)(=O)c2ccccc2)CCN1C(=O)COc1ccc(Cl)cc1 (stereo unspecified)
48: O=C(CCCN1C(=O)/C(=C\c2cccs2)SC1=S)Nc1ccc(O)cc1C(=O)O
49: COc1ccc(C(CNC(=O)COc2ccccc2)N2CCOCC2)cc1 (stereo unspecified)
50: CCCN(CCC)C(=O)C(c1ccccc1)C1(O)CCCCC1 (stereo unspecified)
Screen / compound no.,41,42,43,44,45,46,47,48,49,50
ATXN viability,?,i,i,i,i,i,i,?,i,i
HT1080 IDH1KD tx,-2%,3%,6%,-2%,-14%,?,?,8%,-1%,1%
SW480 rereplic,-5%,-6%,-6%,0%,-5%,?,.,-16%,-5%,-5%
MCF10A rerep,-10%,5%,-9%,12%,1%,15%,.,-10%,0%,-3%
ATXN2 expr inh,.,.,9%,-11%,.,1%,10%,.,2%,-8%
HepG2 viability,5%,-17%,-6%,-3%,-3%,8%,5%,-12%,-4%,-2%
HT1080NT lethal,0%,3%,15%,2%,2%,-23%,3%,2%,1%,0%
IL1B secr inh,4,?,-26,25,-10,52,-1,-3,-1,-13
KB-3-1 cytotox,11%,1%,?,?,-24%,?,0%,2%,-3%,0%
